AHR activator = human AHR activation; actives 2.5% (n = 320,000); AHR-responsive luciferase reporter cells, luminescence; activation, % at 5 µM; AID 2796; in the data active = activation above about 47%;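 also: 0% = vehicle wells and 100% = reference agonist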
Target sequence (P35869 whole entry, looked up): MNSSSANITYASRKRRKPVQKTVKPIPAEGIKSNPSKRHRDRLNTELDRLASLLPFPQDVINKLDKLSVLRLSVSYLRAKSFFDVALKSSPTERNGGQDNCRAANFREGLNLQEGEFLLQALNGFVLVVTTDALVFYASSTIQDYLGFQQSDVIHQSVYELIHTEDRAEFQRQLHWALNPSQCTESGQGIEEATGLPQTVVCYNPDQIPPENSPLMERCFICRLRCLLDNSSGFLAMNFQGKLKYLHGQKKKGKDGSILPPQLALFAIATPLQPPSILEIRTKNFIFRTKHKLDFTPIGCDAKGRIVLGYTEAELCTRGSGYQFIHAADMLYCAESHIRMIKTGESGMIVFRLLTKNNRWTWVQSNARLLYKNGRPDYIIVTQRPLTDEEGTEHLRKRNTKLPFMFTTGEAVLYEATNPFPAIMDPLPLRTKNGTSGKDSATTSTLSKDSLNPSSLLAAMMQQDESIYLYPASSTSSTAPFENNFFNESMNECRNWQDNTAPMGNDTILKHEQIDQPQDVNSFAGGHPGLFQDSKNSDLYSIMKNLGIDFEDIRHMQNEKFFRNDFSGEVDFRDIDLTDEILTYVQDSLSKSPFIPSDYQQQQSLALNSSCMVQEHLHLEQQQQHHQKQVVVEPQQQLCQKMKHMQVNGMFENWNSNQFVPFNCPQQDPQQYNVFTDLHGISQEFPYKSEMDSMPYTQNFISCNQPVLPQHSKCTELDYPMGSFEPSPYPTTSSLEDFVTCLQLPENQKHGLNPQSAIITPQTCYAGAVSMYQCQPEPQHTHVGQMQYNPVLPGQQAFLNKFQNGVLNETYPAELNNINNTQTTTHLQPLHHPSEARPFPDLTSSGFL
Efflux pump mplx = inhibitors of Candida antifungal efflux pumps expressed in yeast | S. cerevisiae Candida pump triplex, Nile Red efflux | actives 0.44% (n = 330,000) | inhibition, % at 10 µM;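 active = plate passing quality check with inhibition over a set limit, or well fluorescence over plate mean plus 4 SD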;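 also: Nile Red retained in pooled yeast measured as flow cytometry median fluorescence; 0% = buffer negative control and 100% = Enniatin B positive control; higher means more Nile Red kept so more efflux inhibition; some compounds called inactive have numbers as strong as hits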
RPL19A-GFP yeast = alters RPL19A-GFP fluorescence in TOR pathway yeast screen | S. cerevisiae RPL19A-GFP strain, flow cytometry, 3 h; hits give low values | percent response vs DMSO, % at 10 µM | actives 0.3% (n = 330,000) | AID 2025;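 active = percent response vs DMSO below 50%; inconclusive = fewer than 70 events counted for the yeast strain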;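 also: median channel GFP fluorescence of the barcoded RPL19A-GFP strain; ratio of sample median GFP to plate DMSO average so 100% = DMSO; lower means less RPL19A-GFP as with rapamycin TOR inhibition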
AGP1 TOR yeast = yeast TOR pathway AGP1-GFP modulation; actives 0.02% (n = 320,000); S. cerevisiae AGP1-GFP multiplex flow cytometry, 3 h; GFP as percent of DMSO wells; GFP response vs DMSO, % at 10 µM;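 active = GFP response relative to DMSO above a set limit, near screen average plus 3 SD, cut at about 150% in these data; inconclusive = fewer than 70 cells counted for the yeast strain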;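 also: median GFP channel fluorescence of the gated AGP1 strain per well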
MEP2-GFP yeast = yeast TOR pathway MEP2-GFP modulation; S. cerevisiae MEP2-GFP strain, flow cytometry GFP, 3 h; 100% = DMSO control level; GFP response vs DMSO, % at 10 µM; actives 0.51% (n = 330,000); AID 2016;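 active = GFP response versus DMSO above a set limit, roughly screen mean plus 3 SD, cut at about 180% in these data; inconclusive = fewer than 70 cells counted for a yeast strain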;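 also: median GFP fluorescence of the barcode-gated MEP2-GFP cells per well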
LAP4 TOR yeast = yeast TOR pathway LAP4-GFP modulation; S. cerevisiae LAP4-GFP multiplex, flow cytometry GFP, 3 h; median GFP as percent of DMSO wells; actives 0.34% (n = 320,000); GFP response vs DMSO, % at 10 µM;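 active = GFP response vs DMSO above a set limit, about the screen mean plus 3 SD, cut at about 150% in these data; inconclusive = under 70 cell events counted for the yeast strain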
CIT2-GFP yeast = yeast TOR pathway CIT2-GFP modulation. S. cerevisiae CIT2-GFP strain, flow cytometry, 3 h; 100 means same as DMSO wells. GFP response vs DMSO, % at 10 µM. actives 0.065% (n = 320,000);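 active = GFP response relative to DMSO above a set limit, near the screen mean plus 3 SD, cut at about 150% in these data; inconclusive = Fewer than 70 cells measured for a yeast strain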;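 also: ratio of well median GFP fluorescence to mean of DMSO wells on the plate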
Yeast superoxide = yeast age-related superoxide inhibition as caloric restriction mimetic; S. cerevisiae aged cells, superoxide DHE fluorescence; hits give low values; superoxide response (% of plate mean), % at 10 µM; actives 0.18% (n = 330,000);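 active = superoxide response under a set limit, about three screen SD below normal, cut at about 65% in these data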;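 also: yeast aged for seven days with compound at 30 °C before DHE staining; 100% = average MFI of all compound-treated wells on the plate with controls excluded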
* hit, by the source's call; ? = inconclusive; nt = not tested or not shown. Rows were taken by chance, and some 3.9% of all compounds hit somewhere here.

SMILES	AHR activator	Efflux pump mplx	RPL19A-GFP yeast	AGP1 TOR yeast	MEP2-GFP yeast	LAP4 TOR yeast	CIT2-GFP yeast	Yeast superoxide
N#Cc1ccc(OCC(O)CN2CCN(C(c3ccccc3)c3ccccc3)CC2)cc1 (configuration not stated)	3	-0.2	?	?	?	?	?	116
COCCn1c(SCC(=O)N2CCCC2=O)nc2sc(C)c(C)c2c1=O	7	0.1	97	106	100	106	95	99
Cc1cc(C)c(C)c(OCC(=O)N2CCCCCC2)c1	4	0.0	99	101	100	97	103	96
COc1ccccc1OCCSc1nc(N)cc(N)n1	10	0.0	100	103	104	104	95	111
Cc1cc(NC(=O)CSc2nnc(COc3ccccc3)n2Cc2ccco2)no1	-3	-0.2	97	102	103	93	107	84
N=C1/C(=C\c2coc3ccccc3c2=O)C(=O)N=C2SC(c3ccncc3)=NN12	-5	0.0	64	66	100	120	95	94
O=C(Cn1cnc2cc([N+](=O)[O-])ccc2c1=O)NCCc1ccc(Cl)cc1	1	-0.2	94	100	86	100	93	99
O=C(COc1ccc2c(-c3ccccc3)cc(=O)oc2c1)NC1CCS(=O)(=O)C1 (configuration not stated)	1	-0.2	103	107	102	101	107	78
C=CCC[C@@H](Cc1ccc(F)cc1)C(=O)OC[C@@H](Cc1c[nH]c2ccccc12)NC(=O)[C@@H](CC=C)CC(=O)N[C@@H](CO)Cc1ccccc1	-1	0.7	92	97	96	90	91	100
O=C(Cn1[nH]c(=O)c2ccccc2c1=O)OCC(=O)c1ccc(Br)cc1	2	0.0	109	111	113	110	108	97
CC(OC(=O)c1n[nH]c2ccccc12)C(=O)Nc1ccccc1[N+](=O)[O-] (configuration not stated)	25	-0.3	92	94	97	88	82	133
O=C(NCCC1=CCCCC1)C1CCCN(c2nc3ccccc3o2)C1 (configuration not stated)	5	-0.1	95	93	100	103	92	115
COCCCN(Cc1ccco1)C(=O)Cn1ncc2c([nH]c3ccccc32)c1=O	1	-0.1	99	98	106	93	104	111
Cc1cnc(C(=O)OCC(=O)Nc2ccc(C)c(S(=O)(=O)N3CCCCCC3)c2)cn1	1	0.0	100	100	94	95	96	89
COC(=O)Nc1ccc2c(c1)OCO2	14	-0.1	99	98	101	102	104	101
Cc1cccc(NC(=O)COC(=O)c2ccc([N+](=O)[O-])o2)c1C	0	0.0	104	112	103	122	108	108
O=C(Nc1ccc(Cl)cc1C(F)(F)F)C(Sc1nnc(-c2cccs2)o1)c1ccccc1 (configuration not stated)	15	-0.3	106	107	103	97	96	92
CC(=O)Nc1ccc(S(=O)(=O)N(C)CC(=O)NC2CCCCCCC2)cc1	0	-0.1	100	100	110	99	102	88
Cn1ncc2cc(NC(=S)NC(=O)c3ccccc3)ccc21	8	0.0	99	90	134	118	104	89
CCOc1ccc(Br)cc1C(=O)N/N=C/c1ccc([N+](=O)[O-])cc1	0	0.1	98	98	100	103	102	106
FC(F)(F)c1cc(-c2ccccc2)nc(N2CCOCC2)n1	1	0.1	104	106	105	104	109	124
Cn1c(N)c(C#N)c2c(c1=S)CSC(C)(C)C2	2	0.0	106	107	108	101	101	115
CSCCC(NS(=O)(=O)c1ccc(Cl)cc1)C(=O)OCC(=O)N(C(C)C)C(C)C (configuration not stated)	-2	0.0	102	103	106	89	96	90
O=C(CCS(=O)(=O)c1ccccc1)Nc1nc(-c2cccs2)cs1	15	0.1	98	98	102	101	101	118
COc1cccc(/C=C2\Oc3cc(OCC(=O)N4CCCC4)ccc3C2=O)c1OC	1	0.0	100	106	102	114	101	115
CCOC(=O)Cc1csc(NC(=O)Cc2cccs2)n1	2	0.1	100	103	100	102	104	81
CCC1Nc2ncnc(N3CCN(c4ccccc4)CC3)c2N(Cc2ccc(Cl)cc2)C1=O (configuration not stated)	3	0.4	100	85	93	125	90	116
Cn1cccc1CC(=O)N/N=C/c1ccc(C(C)(C)C)cc1	3	-0.2	104	113	100	107	107	97
CCCC(=O)N1CC(=O)Nc2ccc(Br)cc2C1c1ccc(F)cc1 (configuration not stated)	1	0.0	102	106	105	109	104	92
CCSc1cc(C)nc2c(-c3ccc(Cl)cc3)c(C)nn12	5	-0.1	103	108	105	98	107	107
COc1cc(/C=C/C(=O)O)cc(S(=O)(=O)NCCCO)c1OC	2	-0.1	108	113	108	104	107	106
COc1ccc(C2=NS(=O)(=O)N(C)C(C(=O)NC3CCCC3)=C2)cc1OC	3	-0.2	88	91	95	90	91	116
Cc1c(O)ccc2c(=O)c(-c3nncn3-c3ccccc3)coc12	4	0.3	93	89	99	84	87	93
O=C(OCc1cn(Cc2ccccc2)nn1)c1ccccc1	0	-0.1	100	85	89	117	88	94
O=C(O)C1CCCN(S(=O)(=O)c2ccc(Br)s2)C1 (configuration not stated)	3	0.2	101	105	104	113	97	101
Cc1ccc(C(=O)C[n+]2ccc(-c3nnc4n3CCC4)cc2)cc1	-5	0.1	105	102	104	97	97	101

Profiles from above:
Results for `COc1cccc(/C=C2\Oc3cc(OCC(=O)N4CCCC4)ccc3C2=O)c1OC` : AHR activator: 1; Efflux pump mplx: 0.0; RPL19A-GFP yeast: 100; AGP1 TOR yeast: 106; MEP2-GFP yeast: 102; LAP4 TOR yeast: 114; CIT2-GFP yeast: 101; Yeast superoxide: 115
Results for `O=C(OCc1cn(Cc2ccccc2)nn1)c1ccccc1` : AHR activator: 0; Efflux pump mplx: -0.1; RPL19A-GFP yeast: 100; AGP1 TOR yeast: 85; MEP2-GFP yeast: 89; LAP4 TOR yeast: 117; CIT2-GFP yeast: 88; Yeast superoxide: 94
Results for `Cc1c(O)ccc2c(=O)c(-c3nncn3-c3ccccc3)coc12` : AHR activator: 4; Efflux pump mplx: 0.3; RPL19A-GFP yeast: 93; AGP1 TOR yeast: 89; MEP2-GFP yeast: 99; LAP4 TOR yeast: 84; CIT2-GFP yeast: 87; Yeast superoxide: 93

Next structures follow:
SMILES	AHR activator	Efflux pump mplx	RPL19A-GFP yeast	AGP1 TOR yeast	MEP2-GFP yeast	LAP4 TOR yeast	CIT2-GFP yeast	Yeast superoxide
COc1ccc(-c2csc(Nc3cccc(C)n3)n2)cc1C	nt	0.1	98	89	108	112	87	101
COc1cc(C(=O)Nc2c(C)cc(C)cc2C)c([N+](=O)[O-])cc1OC	9	0.0	100	95	105	97	99	82
CN(C)CCn1c2c(c(SCC(=O)NCc3ccccc3)nc1=O)CCC2	0	0.2	98	108	91	109	96	100
CS(=O)(=O)N(CC(=O)Nc1cccnc1)c1ccc2c(c1)OCCO2	0	0.1	98	101	102	100	100	92
Cc1ccc(C(=O)CCC2CCCCC2=O)cc1 (configuration not stated)	9	0.4	102	102	101	113	86	103
CC(C)[C@H](NC(=O)[C@H](CCCN=C(N)N)NC(=O)NC(Cc1ccccc1)C(=O)O)C(=O)NC(C=O)CCCN=C(N)N (some centres not stated)	-1	0.0	102	86	99	105	80	101
CC(=O)c1cccc(NC(=O)c2ccc(CN3CCc4ccccc4C3)cc2)c1	1	0.0	90	88	116	94	90	94
CC1(c2cccc(Br)c2)NC(=O)N(CC(=O)Nc2ccc(F)cc2)C1=O (configuration not stated)	1	-0.1	103	104	106	102	108	116
CCCc1cc(=O)n2[nH]c(SCc3ccccc3)nc2n1	1	-0.3	101	90	128	107	93	92
CC(=O)c1ccc(Nc2nc3ccc(C)cc3n3cnnc23)cc1	-3	0.1	108	105	113	96	112	102
C=CCNC(=O)C1CC1(c1cccc(C)c1)c1cccc(C)c1 (configuration not stated)	0	0.0	104	98	102	105	102	98
O=C(Nc1ccc(S(=O)(=O)N2CCCC2)cc1)c1ccc2c(=O)n3c(nc2c1)CCCCC3	3	0.1	101	91	95	86	96	99
Cc1ccc(S(=O)(=O)c2nc(S(=O)(=O)c3ccc(C)cc3)c(NCc3ccco3)s2)cc1	2	0.1	100	98	98	99	97	116
Cc1cccn2c(=O)c(C=O)c(N3CC(C)OC(C)C3)nc12 (configuration not stated)	1	-0.1	99	97	109	97	90	94
O=C(Cc1ccccc1[N+](=O)[O-])NCc1ccncc1	18	0.0	110	109	104	99	106	76
C=CCOC(=O)C1=C[C@H](c2ccc(Br)cc2)C[C@H](OCCCCO)O1	1	0.0	102	92	96	109	83	88
CC(C)N(C(=NCc1ccccc1)NC(=O)c1ccccc1)C(C)C	3	0.0	104	93	99	116	90	97
COc1cc2c(cc1OC)C(C)N(C(=O)c1ccc(C)o1)CC2 (configuration not stated)	0	0.0	104	98	108	94	105	99
Fc1cccc(Nc2nc3ccccc3n3nnnc23)c1	47	-0.1	97	93	101	93	105	105
Cc1ccc(NCC(=O)c2ccccc2)cc1Cl	-3	0.0	105	105	106	119	108	100
CN(c1ccccc1)S(=O)(=O)c1cccc(C(=O)NC2CCCCC2)c1	-1	-0.2	98	99	100	103	99	104
C/C(CC(=O)Nc1ccccn1)=N\NC(=O)c1ccc(C)cc1	16	0.1	98	103	105	104	98	113
CSc1nc(Oc2ccc3ccccc3c2)c2ccccc2n1	20	0.0	101	101	105	106	102	102
CC1(C)Cc2c(c(N3CCOCC3)nc3sc(C(N)=O)c(N)c23)CO1	1	-0.1	106	113	112	122	97	103

Random excerpt: 7 compounds from above.
SMILES	AHR activator	Efflux pump mplx	RPL19A-GFP yeast	AGP1 TOR yeast	MEP2-GFP yeast	LAP4 TOR yeast	CIT2-GFP yeast	Yeast superoxide
O=C(Cc1ccccc1[N+](=O)[O-])NCc1ccncc1	18	0.0	110	109	104	99	106	76
Cc1cccn2c(=O)c(C=O)c(N3CC(C)OC(C)C3)nc12 (configuration not stated)	1	-0.1	99	97	109	97	90	94
CC(C)N(C(=NCc1ccccc1)NC(=O)c1ccccc1)C(C)C	3	0.0	104	93	99	116	90	97
CSc1nc(Oc2ccc3ccccc3c2)c2ccccc2n1	20	0.0	101	101	105	106	102	102
COc1cc2c(cc1OC)C(C)N(C(=O)c1ccc(C)o1)CC2 (configuration not stated)	0	0.0	104	98	108	94	105	99
Cc1ccc(S(=O)(=O)c2nc(S(=O)(=O)c3ccc(C)cc3)c(NCc3ccco3)s2)cc1	2	0.1	100	98	98	99	97	116
CN(c1ccccc1)S(=O)(=O)c1cccc(C(=O)NC2CCCCC2)c1	-1	-0.2	98	99	100	103	99	104

The listing continues.
SMILES	AHR activator	Efflux pump mplx	RPL19A-GFP yeast	AGP1 TOR yeast	MEP2-GFP yeast	LAP4 TOR yeast	CIT2-GFP yeast	Yeast superoxide
COCCCNc1nc2c(-c3ccc(C)cc3)nnn2c2ccccc12	17	0.4	106	100	111	99	111	106
COc1ccc(NC(=O)CN(c2ccccc2)S(=O)(=O)c2ccccc2)c(OC)c1	7	-0.2	94	99	93	90	91	99
CCN(CC)CCNC(=O)C(=O)NCC1OCCN1S(=O)(=O)c1ccc2c(c1)OCCO2 (configuration not stated)	21	-0.2	102	106	98	99	105	88
CN1CCN(CCCCOc2ccc(Br)cc2)CC1	0	-0.1	105	102	111	97	101	101
O=C(Oc1cccc(OC(=O)c2ccco2)c1)c1ccco1	nt	-0.1	101	96	99	108	99	105
COc1cccc(N/C(SCc2cccc([N+](=O)[O-])c2)=C(/C#N)C(N)=O)c1	3	0.1	103	118	109	105	114	104
CC1=C(C(=O)Nc2ccc(C)cc2C)C(c2cccs2)NC(=S)N1 (configuration not stated)	3	-0.7	101	100	101	93	101	86

Screening results (PubChem BioAssay)
